Screens (PubChem BioAssay)
ABHD4 inh – inhibitors of mouse ABHD4; purified mABHD4, FP-Rh probe fluorescence polarization; 0.54% of 370,000 active; AID 720543; inhibition, % at 8.92 µM; Q8VD66;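 active = inhibition exceeding the mean over every tested compound plus 3 SD, cut at about 30% in these data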;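 also: 0% = plate median of compound wells and 100% = S159A mutant with DMSO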
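Assay system: mouse ABHD4 enzyme, wild type / Also added: fluorescent activity-based probe FP-Rh / Doses: single nominal dose of 8.92 µM, 0.89% DMSO final / Timing: 45 min compound pre-incubation plus 60 min probe step, 25 °C / Signal: FP readout, ex 525 nm / em 598 nm / Control set: S159A mutant/DMSO as 100%, compound-well median as 0%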
SIAE primary – inhibitors of human sialic acid acetylesterase SIAE; SIAE FP-Rh probe binding, fluorescence polarization; inhibition, % at 9.66 µM; 0.69% of 370,000 active;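 active = inhibition above a cutoff: mean of compounds within the control limits plus 3 SD of those, cut at about 17% in these data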;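 also: 0% = plate median of compound wells and 100% = probe without SIAE protein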
TCR-CD3 inh – inhibitors of human TCR-CD3 interaction; TAMRA-labeled TCR probe fluorescence, biochemical; inhibition, % at 9.4 µM; 0.37% of 360,000 active; AID 651800; in the data active = inhibition above about 19%;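 also: recombinant mutant TCR 2C K166C tagged with TAMRA read by polarization; 0% = receptor in buffer alone and 100% = receptor with positive control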
Rev-erbA mod – modulators of human Rev-erb alpha DNA binding | P20393 | Rev-erbα–FITC-DNA binding, fluorescence polarization, 90 min | activity, % at 10 µM | 0.79% of 370,000 active | AID 1259318;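 active = activity above about 14%, limit read from the data; passing the limit was not always enough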;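 also: 0% = DMSO wells with 35 nM protein and 100% = DMSO wells with 750 nM protein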
Target sequence (P20393 whole entry, looked up): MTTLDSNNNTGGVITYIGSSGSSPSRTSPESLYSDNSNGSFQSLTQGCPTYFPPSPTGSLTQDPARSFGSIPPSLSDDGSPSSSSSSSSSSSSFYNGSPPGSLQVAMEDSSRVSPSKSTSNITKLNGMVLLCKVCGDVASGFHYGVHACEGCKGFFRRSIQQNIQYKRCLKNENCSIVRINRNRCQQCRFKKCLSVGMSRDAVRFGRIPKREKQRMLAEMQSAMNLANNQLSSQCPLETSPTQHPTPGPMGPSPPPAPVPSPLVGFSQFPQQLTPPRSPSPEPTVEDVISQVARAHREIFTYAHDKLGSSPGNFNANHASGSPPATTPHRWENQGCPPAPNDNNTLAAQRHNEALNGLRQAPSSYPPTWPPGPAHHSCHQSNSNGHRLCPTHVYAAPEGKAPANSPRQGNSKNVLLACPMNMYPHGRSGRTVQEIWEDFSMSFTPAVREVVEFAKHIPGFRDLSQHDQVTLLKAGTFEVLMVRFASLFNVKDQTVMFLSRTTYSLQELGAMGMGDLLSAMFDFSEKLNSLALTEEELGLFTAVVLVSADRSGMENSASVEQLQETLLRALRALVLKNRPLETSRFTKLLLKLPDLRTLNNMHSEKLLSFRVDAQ
TDP2 absorb – TDP2 (human) inhibition, absorbance primary screen; O95551; recombinant TDP2, T5PNP hydrolysis, p-nitrophenol absorbance 415 nm; inhibition, % at 12.8 µM; 0.34% of 370,000 active;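 active = inhibition above the mean of all tested compounds plus 3 SD, set per campaign, cut at about 25% in these data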;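 also: 0% = DMSO with enzyme and 100% = buffer with substrate but no TDP2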
Target sequence (O95551 whole entry, looked up): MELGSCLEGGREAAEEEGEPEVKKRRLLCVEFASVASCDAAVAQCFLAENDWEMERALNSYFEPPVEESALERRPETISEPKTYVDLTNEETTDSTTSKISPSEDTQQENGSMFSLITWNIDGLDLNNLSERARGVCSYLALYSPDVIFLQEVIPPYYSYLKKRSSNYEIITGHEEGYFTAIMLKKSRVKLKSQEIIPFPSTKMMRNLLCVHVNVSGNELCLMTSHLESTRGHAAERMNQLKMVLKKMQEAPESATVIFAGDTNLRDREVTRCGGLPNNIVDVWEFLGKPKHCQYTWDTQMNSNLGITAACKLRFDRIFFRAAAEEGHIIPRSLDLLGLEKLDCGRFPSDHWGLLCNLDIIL
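Read-out basis: percent inhibition. System: recombinant human TDP2. Buffer or medium: Mg2+-containing Tris-HCl buffer, pH 7.5. Repeats: single replicate. Timing: reaction 2 h, 37 °C. Benchmarks: high control without enzyme, low control DMSO plus TDP2. Probe or stimulus: 5 mM T5PNP. Doses: 12.8 µM only. Measured by: epi absorbance of p-nitrophenol freed from T5PNP by hydrolysis.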
HTRA1 inhibitor – HTRA1 (human) protease inhibition; Q92743; recombinant HTRA1, FP-rhodamine activity-based probe, fluorescence polarization; inhibition, % at 5.96 µM; 0.5% of 340,000 active; in the data active = inhibition above about 36%;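 also: 0% = enzyme with DMSO and 100% = wells lacking enzyme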
PG9 binder – binds the HIV-1 gp120 antibody PG9 | TR-FRET gp120-PG9 antibody binding | inhibition, % at 6.7 µM | 0.43% of 360,000 active | AID 624416; in the data active = inhibition above about 8.5%
LEDGF integ inh – blocks HIV-1 LEDGF/p75-dependent DNA integration. TR-FRET IN-LEDGF/p75 DNA integration, Eu/Cy5. 0.64% of 370,000 active. inhibition, % at 3.7 µM. AID 743269;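 active = inhibition above the screen-wide mean plus 3 SD, cut at about 13% in these data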;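 also: signal is the Cy5 over europium emission ratio at 671 and 618 nm; 0% = plate median of compound wells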
rCAG RNA binder – r(CAG) repeat RNA binding | TO-PRO-1 dye displacement fluorescence | inhibition, % at 3 µM | 1.3% of 370,000 active | AID 651821;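 active = inhibition above the plate cutoff, the mean of all test compounds on that plate plus 3 SD, cut at about 35% in these data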;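 also: 0% = DMSO alone and 100% = 100 µM mitoxantrone as full dye displacement; higher means more dye released from RNA so lower well fluorescence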
PRMT1 inh – blocks human protein arginine methyltransferase 1 | 1.3% of 370,000 active | recombinant PRMT1, activity-based probe fluorescence polarization | inhibition, % at 2.79 µM | Q99873 | AID 652257;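 active = inhibition above about 21% made by adding two undisclosed values, limit read from the data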
* hit, by the source's call; / = not tested or not shown.

[1] O=C(O)C1CCN(S(=O)(=O)c2ccc3c(c2)OCCCO3)CC1
[2] CC1(C(=O)NS(=O)(=O)c2ccc(Br)cc2)CCN1C(=O)C1CCCCC1 (configuration not stated)
[3] CN(CCc1ccccn1)C(=O)c1ccc(Sc2ccccc2Cl)c([N+](=O)[O-])c1
[4] O=C(NC1CCCC1)C(c1ccc(F)cc1)N(C(=O)c1csnn1)c1ccccc1 (configuration not stated)
[5] Cc1cc(Nc2cc(F)c(F)c(F)c2)cc(=O)n1-c1cc(F)c(F)c(F)c1
[6] COc1cccc(CCNC(=O)c2cc(COc3cccc(OC)c3)on2)c1
[7] COc1cccc(Nc2nc(CN)cs2)n1
[8] Cc1ccccc1NC(=O)Cc1nc(COC(=O)c2nccnc2N)cs1

screen / no.	1	2	3	4	5	6	7	8
ABHD4 inh	7	3	-2	6	-4	-6	10	7
SIAE primary	-12	8	-2	0	-6	-4	22*	-2
TCR-CD3 inh	3	3	/	0	-5	7	-3	-3
Rev-erbA mod	-2	-7	-2	1	5	2	6	3
TDP2 absorb	-1	6	4	14	5	-1	-4	4
HTRA1 inhibitor	1	/	/	5	/	-23	/	9
PG9 binder	-0.2	0.3	/	0.4	-1.5	-0.7	-0.5	-0.4
LEDGF integ inh	-2	-2	1	0	-1	0	-3	-1
rCAG RNA binder	3	10	0	-3	0	0	4	11
PRMT1 inh	-4	0	2	4	-1	1	0	0

Brought forward from above: 4 compounds, followed by the next part.
[5] Cc1cc(Nc2cc(F)c(F)c(F)c2)cc(=O)n1-c1cc(F)c(F)c(F)c1
[6] COc1cccc(CCNC(=O)c2cc(COc3cccc(OC)c3)on2)c1
[7] COc1cccc(Nc2nc(CN)cs2)n1
[8] Cc1ccccc1NC(=O)Cc1nc(COC(=O)c2nccnc2N)cs1
[9] CC(C)(C)OC(=O)NCCCCCNC(=O)c1ncn(Cc2ccccc2)c1C(=O)NCCCCCNC(=O)OC(C)(C)C
[10] O=C(NC1CCCCC1)N1CCC(n2cnc3ccccc32)CC1
[11] CCOc1ccc(NC(=O)c2cccc(NC(=O)c3ccccc3)c2)cc1
[12] Fc1ccc(-c2ccc3c(n2)CCCN3Cc2ccccn2)cc1
[13] Cc1cccc(C(=O)OCC(=O)N2CCCCCC2)c1
[14] CCOc1ccc2[nH]cc(-c3csc(N)n3)c2c1
[15] Cc1cc(C)cc(NC(=S)N(CCN(C)C)C(C)c2cccnc2)c1 (configuration not stated)
[16] CCc1ccc(NC(=O)NCc2ccc3c(c2)OCO3)cc1

screen / no.	5	6	7	8	9	10	11	12	13	14	15	16
ABHD4 inh	-4	-6	10	7	-13	2	-22	9	2	5	-4	1
SIAE primary	-6	-4	22*	-2	-11	2	-12	1	-4	10	1	-2
TCR-CD3 inh	-5	7	-3	-3	9	3	2	2	5	-18	0	7
Rev-erbA mod	5	2	6	3	-2	4	3	0	4	2	-1	1
TDP2 absorb	5	-1	-4	4	-12	-4	-19	8	7	20	1	10
HTRA1 inhibitor	/	-23	/	9	-42	-2	-13	/	3	21	-1	-5
PG9 binder	-1.5	-0.7	-0.5	-0.4	-0.3	-0.2	0.0	-0.2	0.9	-4.0	0.5	-0.5
LEDGF integ inh	-1	0	-3	-1	-3	3	4	5	-2	2	2	1
rCAG RNA binder	0	0	4	11	4	1	2	4	3	27	1	-2
PRMT1 inh	-1	1	0	0	0	-4	-3	2	-2	5	-1	1

[17] C/C(CC(=O)Nc1ccc(C)c(Cl)c1)=N\NC(=O)c1ccncc1
[18] O=C(CSc1nnc(-c2ccc(OC(F)F)cc2)o1)N1CCOCC1
[19] Cc1cc(-c2nc(C)c(C(=O)NNS(=O)(=O)c3ccc(Cl)cc3Cl)s2)no1
[20] CCOC(=O)c1ccccc1NC(=S)N1CCCCC1
[21] COc1cc2cc(C(c3nnnn3C3CCCC3)N3CCCCCC3)c(=O)[nH]c2cc1OC (configuration not stated)
[22] Cc1cccc(CS(=O)(=O)Cc2ccc(C(=O)NCc3ccccc3)o2)c1
[23] O=C(O)c1ccc(-n2c(O)c(C=C3N=c4ccccc4=N3)sc2=S)cc1
[24] CS(=O)(=O)c1nc(S(=O)(=O)c2ccc(Cl)cc2)c(N2CCC(C(N)=O)CC2)s1

screen / no.	17	18	19	20	21	22	23	24
ABHD4 inh	-25	-6	8	7	5	3	18	3
SIAE primary	2	1	1	4	5	14	-6	3
TCR-CD3 inh	-9	8	8	3	0	7	-7	-6
Rev-erbA mod	-1	3	-4	4	8	-1	1	-2
TDP2 absorb	8	13	8	-11	0	19	7	-7
HTRA1 inhibitor	-14	-7	1	-2	2	-5	-3	1
PG9 binder	-1.2	-1.1	-1.6	0.8	0.6	1.0	-2.0	-0.1
LEDGF integ inh	-2	0	0	-1	-1	2	-6	-2
rCAG RNA binder	7	-2	13	-3	1	-1	80*	-2
PRMT1 inh	0	3	2	0	1	2	30*	1

Results in PG9 binder, LEDGF integ inh and TDP2 absorb, for 2 of the compounds above:
cpd | compound | PG9 binder | LEDGF integ inh | TDP2 absorb
18 | O=C(CSc1nnc(-c2ccc(OC(F)F)cc2)o1)N1CCOCC1 | -1.1 | 0 | 13
19 | Cc1cc(-c2nc(C)c(C(=O)NNS(=O)(=O)c3ccc(Cl)cc3Cl)s2)no1 | -1.6 | 0 | 8

Other entries follow.
[25] Cc1noc(C)c1CSc1ccccc1C(=O)OC(C)C(N)=O (configuration not stated)
[26] Cc1ccc(C(CC(=O)O)NC(=O)CN2C(=O)c3ccccc3C2=O)cc1 (configuration not stated)
[27] COc1ccccc1Nc1c([N+](=O)[O-])cc(C)cc1[N+](=O)[O-]
[28] CC(=O)N1CCC2(CC1)C/C(=N\NC(=S)Nc1ccc(C)cc1)c1cc(O)ccc1O2
[29] COc1ccc(-c2cc(=O)oc3cc(OCC(=O)N4CCOCC4)ccc23)cc1
[30] COc1ccc(C(=O)/C=C/c2cc(C(=O)O)cc3c2OCOC3)c(O)c1
[31] COC(=O)CN(c1ccc(C)cc1)S(=O)(=O)c1ccc(F)cc1
[32] COc1ccc(CCNC(=O)/C(C#N)=C2\N=C(NC(=O)c3cccs3)c3ccccc32)cc1

screen / no.	25	26	27	28	29	30	31	32
ABHD4 inh	-2	5	9	19	2	0	-5	-7
SIAE primary	-5	3	0	26*	-5	-18	1	15
TCR-CD3 inh	1	-4	0	-1	0	0	-1	5
Rev-erbA mod	2	-3	1	-5	-8	-6	0	0
TDP2 absorb	-2	7	-12	-6	3	9	-14	-5
HTRA1 inhibitor	-4	3	4	3	-6	1	-1	-1
PG9 binder	-0.7	0.3	-2.5	-1.9	-1.5	-0.5	-1.6	-3.5
LEDGF integ inh	-5	2	1	-2	-6	5	0	4
rCAG RNA binder	-2	-2	4	15	-7	6	2	4
PRMT1 inh	0	3	-2	2	-2	-2	-5	0

[33] COc1ccc(-c2cn(-c3ccc(C)cc3C)c(=S)[nH]2)cc1OC
[34] Cc1cccc(C)c1OCCOC(=O)c1cccc(S(=O)(=O)N2CCOCC2)c1
[35] Cc1c(NC(=O)C2CCCN(S(=O)(=O)c3ccc(C(C)(C)C)cc3)C2)c(=O)n(-c2ccccc2)n1C (configuration not stated)
[36] O=c1c2ccccc2nc2n1C(CSCc1cccc(C(F)(F)F)c1)CS2 (configuration not stated)
[37] O=c1oc2ccccc2n1Cc1cccc(Cl)c1
[38] CCc1ccc(C(=O)COC(=O)c2cccnc2Cl)cc1
[39] CC(C)(C)OC(=O)NCCc1onc(-c2cccc([N+](=O)[O-])c2)c1C(=O)O
[40] C/C(CC(=O)Nc1cccc(Cl)c1C)=N\NC(=O)Cc1csc(N)n1

screen / no.	33	34	35	36	37	38	39	40
ABHD4 inh	1	0	-2	5	7	-2	-1	-3
SIAE primary	2	-2	2	-2	-7	-4	1	7
TCR-CD3 inh	7	3	/	-6	-8	1	0	5
Rev-erbA mod	23*	10	-4	0	8	1	7	3
TDP2 absorb	-14	6	5	2	-5	0	-5	-10
HTRA1 inhibitor	6	-7	/	-9	-6	-1	6	1
PG9 binder	0.6	-0.4	/	-1.1	1.7	-1.5	-1.3	-3.9
LEDGF integ inh	6	-2	-1	-6	-4	-3	-1	-1
rCAG RNA binder	9	0	-1	2	-1	-5	5	5
PRMT1 inh	19	-1	0	0	4	-2	-5	5

[41] O=C(CCNc1n[nH]c(=O)[nH]c1=O)N/N=C/c1ccc(C(F)(F)F)cc1
[42] CCOCCCNC(=O)C1CCN(c2cc(C)nc3c(-c4ccc(OC)c(OC)c4)c(C)nn23)CC1
[43] COc1cccc(CNC(=O)[C@@H]2CCCN2C(=O)[C@@H]2CCCN2C(=O)c2cccc(Cl)c2)c1
[44] Cc1cc(C(=O)CSc2n[nH]c(N)n2)c(C)n1-c1ccccc1
[45] Cc1ccc(-c2nc(C3CCCN(S(=O)(=O)c4ccc(Cl)s4)C3)no2)cc1 (configuration not stated)
[46] COc1cc(C(=S)N2CCOCC2)ccc1OC(=O)c1ccccc1[N+](=O)[O-]
[47] Cc1c2ccncc2cc2c1[nH]c1ccccc12

screen / no.	41	42	43	44	45	46	47
ABHD4 inh	4	-1	-3	9	-6	-1	28
SIAE primary	4	4	-14	1	9	-5	2
TCR-CD3 inh	-6	0	4	9	/	-3	7
Rev-erbA mod	0	-3	5	3	1	-5	7
TDP2 absorb	5	-2	-19	-5	9	3	8
HTRA1 inhibitor	/	3	/	0	/	1	-9
PG9 binder	0.3	-2.8	-0.5	-0.2	/	1.2	-4.5
LEDGF integ inh	1	5	6	2	-2	1	-5
rCAG RNA binder	1	-3	1	14	5	0	11
PRMT1 inh	4	-3	0	0	-5	4	1

Some of the compounds tested; rates above refer to the full screens.
